PNC assembly inh = inhibitors of perinucleolar compartment assembly | PC3M PTB-GFP, PNC prevalence imaging, 16 h; hits give low values | 140,000 compounds, 3.1% hits | activity change (PNC), negative = inhibition, % at 10 µM | AID 2417;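 active = readout at or below -70, meaning at least 70% loss of cells showing the perinucleolar compartment, a nuclear body marking cancer cells; inconclusive = readout between -30 and a set limit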;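 note: plate controls were DMSO wells for no effect and camptothecin positive control wells for full effect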
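PC3M cells stably expressing PTB-GFP, 750–1000 cells/well, treated 16 h at 37 °C with compound (23 nl of library stock), in duplicate. After paraformaldehyde fixation and Hoechst stain, imaged at 20x; PNC prevalence scored by image analysis.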
12-hLO inh = inhibitors of human 12-lipoxygenase (ALOX12); Potency, µM (series often up to 57.1 µM), without a hit: at the highest dose activity change, negative = inhibition, usual class: inhibitors; purified 12-hLO, xylenol orange hydroperoxide absorbance; P18054; 150,000 compounds, 0.12% hits; note: potency is the fitted concentration of half-maximal effect; nearly all actives have a fitted effect of over 55% in size; many of its hits are not listed in these tables
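Xylenol orange chromogenic assay: hydroperoxide from 12hLO oxidises Fe(II), giving red-shifted Fe(III)-XO absorbance. Conditions: 150 nM enzyme, 40 uM arachidonic acid, 25 mM Hepes pH 7.0, 0.01% Triton X-100, 30 min, room temperature.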
IMPase cell inh = IMPase inhibition in cells; CHO-M1 cells, IP1 accumulation, HTRF TR-FRET ratio; inhibition (IP1 accumulation), % at 46.1 µM; 120,000 tested, under 10 active; AID 901; active = well fitted curve in the direction sought with a large enough effect in the signal ratio, not every such curve was filed as active; inconclusive = small, poorly fitted or top-dose-only effect, or a change in a side signal; inactive = no such curve, though single readings can be large or run the other way; the % refers to the signal ratio;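 note: cells stimulated with carbachol in lithium chloride buffer; plate controls were DMSO basal wells for no effect and reference inhibitor wells for full effect; higher means more IMPase inhibition seen as more IP1 and lower FRET ratio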
Target sequence (P97697 whole entry, looked up): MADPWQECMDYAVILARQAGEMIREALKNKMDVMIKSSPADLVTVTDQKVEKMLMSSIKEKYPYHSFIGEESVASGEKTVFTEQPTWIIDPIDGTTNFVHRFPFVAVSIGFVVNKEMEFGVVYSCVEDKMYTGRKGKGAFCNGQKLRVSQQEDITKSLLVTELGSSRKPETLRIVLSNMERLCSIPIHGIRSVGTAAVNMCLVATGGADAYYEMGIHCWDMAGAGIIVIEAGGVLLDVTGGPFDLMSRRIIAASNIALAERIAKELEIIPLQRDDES
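Measured: the HTRF emission ratio (665/620 nm) plus the 620 nm donor channel, each fitted to the Hill equation to give AC50. Cells were CHO-M1 given compounds up to 46 uM and a 30 min carbachol stimulation at 37C.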
ALOX15B inhib = inhibitors of human 15-lipoxygenase 2 (ALOX15B); O15296; purified 15hLO-2, xylenol orange hydroperoxide absorbance; Potency, µM (series often up to 57.1 µM), for inactives: at the top dose activity change, negative = inhibition, most hits filed as inhibitors; 110,000 compounds, 0.56% hits; AID 881; note: potency is the fitted concentration of half-maximal effect; nearly all actives have a fitted effect of over 60% in size; many of its hits are not listed in these tables
Target sequence (O15296 whole entry, looked up): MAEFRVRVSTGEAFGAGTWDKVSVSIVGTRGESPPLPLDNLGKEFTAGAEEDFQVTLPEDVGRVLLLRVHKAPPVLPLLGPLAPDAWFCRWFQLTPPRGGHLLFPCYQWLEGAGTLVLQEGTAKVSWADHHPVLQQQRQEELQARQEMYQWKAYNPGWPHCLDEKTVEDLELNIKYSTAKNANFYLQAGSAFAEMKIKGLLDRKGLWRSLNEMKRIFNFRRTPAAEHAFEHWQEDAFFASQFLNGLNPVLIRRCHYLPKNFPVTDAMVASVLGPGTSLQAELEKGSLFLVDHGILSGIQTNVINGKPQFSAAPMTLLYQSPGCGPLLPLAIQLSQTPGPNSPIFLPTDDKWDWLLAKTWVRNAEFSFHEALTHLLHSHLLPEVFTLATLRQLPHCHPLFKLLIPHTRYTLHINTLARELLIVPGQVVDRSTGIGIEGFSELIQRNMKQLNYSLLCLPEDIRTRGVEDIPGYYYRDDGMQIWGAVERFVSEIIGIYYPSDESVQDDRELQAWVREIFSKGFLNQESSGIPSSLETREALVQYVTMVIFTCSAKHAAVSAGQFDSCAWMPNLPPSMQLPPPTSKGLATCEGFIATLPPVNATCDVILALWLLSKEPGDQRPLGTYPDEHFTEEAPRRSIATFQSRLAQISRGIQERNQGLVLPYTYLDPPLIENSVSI
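Screening format was qHTS against 50 nM purified 15hLO-2 in Hepes pH 7.5 with detergent. Activity follows hydroperoxide formation from 45 uM arachidonic acid, measured as 573:405 nm absorbance ratio of the ferric-xylenol orange complex.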
Numbers without * were called inactive; ? = inconclusive; . = not tested or not shown; [ ] = remark or other dose. Unless noted, calls come from the whole dose curve; as a rule, active = well fitted curve in the direction sought with a large enough effect; inconclusive = small, poorly fitted or top-dose-only effect, or another doubt; inactive = no such curve, though single readings can be large; an effect the other way counts as inactive or inconclusive. Unless noted, % is set by controls: 0 for no effect and ±100 for the full control effect.

SMILES	PNC assembly inh	12-hLO inh	IMPase cell inh	ALOX15B inhib
CC(C)C(=O)Nc1ccc2c(c1)nc(CCN1CCN(C)CC1)n2C	-10	1%	-2	6%
CC1=C(C(=O)Nc2ccccc2C)C(c2ccc(C)o2)C2=C(CCCC2=O)N1 (stereo not drawn)	?	2%	-7	-9%
CCOC(=O)CCC(NC(=O)c1cncc(O)c1)C(=O)OCC (stereo not drawn)	-1	-6%	8	4%
COc1cc2[nH]c(=O)n(CCC(=O)N3CCC(N4CCCCC4)CC3)c(=O)c2cc1OC	16	-1%	3	3%
COc1ccc(NC(=O)CSc2nc3c(cc2C#N)CN(C)CC3)cc1	5	-14%	?	-5%
CN(Cc1ccccc1)C(=O)CCS(=O)(=O)c1ccc2c(c1)n(C)c(=O)c(=O)n2C	-27	-3%	16	0%
CC(Sc1ccsc1[N+](=O)[O-])C(=O)NCCc1ccc(Cl)cc1 (stereo not drawn)	-6	-12%	1	-7%
Cc1ccc(S(=O)(=O)N(C)C)cc1NC(=O)COC(=O)c1ccc2c(c1)OCO2	4	1%	-5	.
CCOC(=O)c1c(C)c(C(=O)NCc2ccccc2OC)c(C)n1C	28	-3%	-13	-20%
O=C(Nc1ccccc1)N1CCc2ccccc2C1	-30	3%	-8	.
COc1ccc(Cn2c(CCC(=O)NCc3ccco3)nc3cccnc32)cc1	8	-1%	-2	-4%
Cc1cccc(NC(=O)c2cccc(N3C(=O)C4C5CCC(C5)C4C3=O)c2)c1C (stereo not drawn)	66	-1%	6	3%
CSc1nc(C)cc(OCC(=O)N/N=C/c2ccccc2O)n1	14	1%	9	.
CCC(C)c1ccc(NC(=S)NN2CCOCC2)cc1 (stereo not drawn)	-26	-8%	2	.
O=c1c2ccccc2nc(COc2ccccc2)n1/N=C/c1cn[nH]c1-c1ccccc1	14	5%	.	.
O=C(CSCC(=O)N1CCCCC1)Nc1nc(-c2cccs2)cs1	7	2%	2	-8%
CC(C)c1ccc(-c2nc(N3CCCC3)nc3n[nH]c(N)c23)cc1	36	4%	-2	26%
COc1ccc(Cl)cc1N(CC(=O)Nc1ccccc1SC)S(C)(=O)=O	37	-6%	4	-3%
C=CCN1C(=O)C(Cc2cccc(C)c2)SC1=Nc1ccc(C(=O)O)cc1 (stereo not drawn)	50	0%	-2	-2%
COc1cccc(C(=O)Nc2c3c(nn2-c2cccc(C)c2C)CS(=O)C3)c1OC (stereo not drawn)	24	-11%	-12	-9%
CSc1nc2nccc(-c3ccc(-c4ccccc4)cc3)n2n1	29	-3%	-11	-7%
Cc1cc2ncn(CCCCOc3ccccc3)c2cc1C	?	0%	2	31%[activator]
COc1ccc(C(=O)N2CC3(CC(c4ccc(Cl)cc4)=NO3)C[C@H]2C(=O)NCC(N)=O)cc1 (stereo partly drawn)	30	-10%	2	-3%
O=C(CCc1n[nH]c(=O)[nH]c1=O)N1CCOCC1	-27	4%	3	1%
CCOc1ccc2c(c1)C(=NNC(=O)c1ccncc1)c1cc(OCC)ccc1-2	-12	2%	-1	.

Continued, starting with the last 2 of the part before.
SMILES	PNC assembly inh	12-hLO inh	IMPase cell inh	ALOX15B inhib
O=C(CCc1n[nH]c(=O)[nH]c1=O)N1CCOCC1	-27	4%	3	1%
CCOc1ccc2c(c1)C(=NNC(=O)c1ccncc1)c1cc(OCC)ccc1-2	-12	2%	-1	.
COc1ccc(-c2nnc3n2-c2ccccc2SC3)cc1OC	?	-12%	-7	-12%
Fc1ccccc1CSc1nnc(Cn2cnc3ccccc32)n1-c1ccccc1	?	-7%	13	9%
CCOc1ccc(N(CC(=O)NCc2ccc(OC)cc2)S(=O)(=O)c2c(C)noc2C)cc1	-18	1%	-5	0%
CCN(C(=O)c1ccc(NC(C)=O)cc1)c1ccccc1C	-19	5%	1	-6%
CCN(CC)S(=O)(=O)c1ccc2oc(Nc3ccc4c(c3)OCCO4)nc2c1	23	-7%	6	-7%
CCOC(=O)Cn1nnc(-c2ccc(SC)cc2)n1	-11	3%	-8	8%[2.29 µM]
CS(=O)(=O)N(Cc1ccccc1)c1ccc(C(=O)Nc2cccnc2)cc1	-100*	1%	-2	.
CCCCCCOC1(c2ccccc2)OC(=O)c2ccccc21 (stereo not drawn)	-10	2%	14	0%
O=C(NCCNc1ccc([N+](=O)[O-])cc1C(F)(F)F)c1ccccc1	?	-17%	-4	.
Cn1c(=O)[nH]c(=O)c2c1nc(CN1CCN(Cc3ccccc3)CC1)n2CC(N)=O	?	3%	-1	5%
Cc1cccc(Cn2c(NCCO)nc3c2c(=O)n(C)c(=O)n3C)c1	54	3%	6	1%
CCCCNC(=S)N(Cc1ccco1)Cc1cc2cc3c(cc2[nH]c1=O)OCCO3	?	-4%	.	.
COc1ccc(NC(=O)Cn2cccc2)c(OC)c1	13	-1%	0	-9%
Cc1cc2nc(SCC(=O)O)nc(C)c2cc1C	32	-3%	-13	2%
O=C(CN1CCCC1=O)NC1C2CC3CC(C2)CC1C3 (stereo not drawn)	14	1%	.	.
Cc1ccccc1C(N)=O	.	3%	.	0%
CCCOC(=O)C1[C@H]2C(=O)N(C(C)c3ccc(OC)cc3)C[C@]23C=C[C@H]1O3 (stereo partly drawn)	37	-1%	2	0%
COc1ccc(C(C)=O)cc1CSc1nc2ccccc2c(=O)n1-c1ccccc1	?	6%	4	.
O=C1CC(CC(=O)N/N=C/c2ccccc2[N+](=O)[O-])=NN1	16	-1%	.	.
COc1ccc(C2c3ccc4ccccc4c3Oc3ncn(CCN4CCOCC4)c(=N)c32)cc1 (stereo not drawn)	35	-4%	6	58%[activator]
COc1ccc(Oc2ncc3nc(-c4cccs4)c(=O)n(Cc4cccs4)c3n2)cc1	.	-3%	.	-17%
Cc1cccc(Nc2ccncc2S(=O)(=O)NC(=O)NC(C)C)c1	.	-1%	-2[20.6 µM]	1%
COc1cccc(-c2nn3c(-c4ccccn4)nnc3s2)c1	26	0%	1	0%
CCN1C(=O)S/C(=C/c2c(OCc3ccc(C(=O)O)cc3)ccc3ccccc23)C1=O	-19	2%	.	.
CCN(CC)c1nc(SCCOC(=O)Nc2ccccc2)nc(N(CC)CC)n1	9	0%	-9	.
Remaining list, next part.
SMILES	PNC assembly inh	12-hLO inh	IMPase cell inh	ALOX15B inhib
COCCn1c(SCC(=O)NC(=O)NCc2ccccc2)nc2ccccc21	?	1%	0	-4%
Cc1ccn2cc(C(=O)Nc3ccccc3N3CCOCC3)nc2c1	-23	-3%	-3	8%
CCOc1ccc(C(=O)NCC(c2cccs2)N(C)C)cc1 (stereo not drawn)	10	-6%	.	.
O=C(NNC1=Nc2cccc3cccc1c23)c1ccccc1Br	7	0%	.	.
CNC(=O)[C@@H](Cc1ccccc1)N(C)C(=O)[C@@H](Cc1ccc2ccccc2c1)N(C)C(=O)/C=C/CC(C)(C)N	.	-1%	.	39%[activator]
Cc1cc(-c2ccccc2)c2c3c(cn2n1)c(=O)n(C)c(=O)n3C	1	-6%	8	0%[2.29 µM]
COc1ccc(NC(=O)CCC(=O)N/N=C/c2ccc([N+](=O)[O-])s2)cc1	-26	-5%	8	.
COc1cc(C2C(C#N)=C(C)NC3=C2C(=O)CC(C)(C)C3)ccc1O (stereo not drawn)	-27	1%	-4[1.84 µM]	7%[11.4 µM]
COc1cccc(C(=O)Nc2nnc(C3CCCO3)s2)c1 (stereo not drawn)	3	2%	-1	-15%
O=[N+]([O-])c1cc(/C=N/Nc2nc(N3CCOCC3)nc(N3CCOCC3)n2)ccc1Cl	57	-4%	-6	.
Cc1ccc(S(=O)(=O)N2CCCCC2)cc1NC(=O)c1ccc2c(=O)n3c(nc2c1)CCCCC3	8	-1%	.	.
Cc1ccc(/C=N\NC(=O)c2cncc(Br)c2)o1	-9	1%	.	.
Cc1ccccc1OCC(O)CN (stereo not drawn)	6	-2%	0	11%
CCCOC(=O)Cn1c(=O)c2cc3c(=O)n(CC(=O)OCCC)c(=O)c3cc2c1=O	25	3%	13	3%
CCOC(=O)C1CCCN(C(=O)c2cn(C)c3ccc(S(=O)(=O)N4CCCC4)cc3c2=O)C1 (stereo not drawn)	7	-5%	0	-1%
CN(C)c1nc(SCc2ccc(Cl)cc2)nc2c1CCCC2	23	3%	13	10%
Fc1cccc(NC(=S)NCC(c2cccnc2)N2CCOCC2)c1 (stereo not drawn)	-4	6%	-5	.
C(=N/N1CCN(c2ccccc2)CC1)/c1cccs1	45	-4%	6	-2%
c1ccc(Nc2nc(-c3ccncc3)cs2)cc1	221	-11%	4	.
Cc1cccc(-n2c3nc(=O)[nH]c(=O)c-3cc3c(C)nn(-c4ccccc4)c32)c1C	3	-3%	-10	.
O=S(=O)(N=S(N1CCCCC1)N1CCCCC1)c1ccccc1	12	-15%	-2	-5%
Cc1nc2ccccc2c(-c2ccccc2)c1C(=O)c1ccccc1	7	-1%	3	23%
Cc1ccc(OCc2nnc(SCC(=O)Nc3sc(C)c(C)c3C#N)n2C)cc1	?	0%	3	-8%
CCc1ccc(N(CC)c2ncnc3nc[nH]c23)cc1	-9	1%	17	.
CN1/C(=C\C(=O)c2cccc(S(=O)(=O)N3CCCCC3)c2)C(C)(C)c2ccccc21	-88*	-1%	.	.

3 records picked at random from those above, as already listed:
SMILES	PNC assembly inh	12-hLO inh	IMPase cell inh	ALOX15B inhib
Fc1cccc(NC(=S)NCC(c2cccnc2)N2CCOCC2)c1 (stereo not drawn)	-4	6%	-5	.
Cc1cc2nc(SCC(=O)O)nc(C)c2cc1C	32	-3%	-13	2%
CCOC(=O)c1c(C)c(C(=O)NCc2ccccc2OC)c(C)n1C	28	-3%	-13	-20%

Continuation.
SMILES	PNC assembly inh	12-hLO inh	IMPase cell inh	ALOX15B inhib
O=C(Nc1ccc(Cl)cc1)C1CC=CCC1C(=O)OCC(F)(F)C(F)F (stereo not drawn)	37	1%	-5	-2%
O=C(NCc1ccc2c(c1)OCO2)C12CN(Cc3ccccc3)CC1C(c1cccc([N+](=O)[O-])c1)=NO2 (stereo not drawn)	-87*	-1%	-1	-1%
N=c1c2c(n(Cc3ccc(Br)cc3)c3c1CCC3)CCCC2	-123*	2%	.	.
O=C(c1ccco1)N1CCN(C(=O)c2ccc(Cn3cc(Br)cn3)o2)CC1	?	5%	4	-4%
O=c1[nH]c(CN2CCN(S(=O)(=O)c3ccccc3C(F)(F)F)CC2)nc2sc3c(c12)CCCC3	-11	-2%	.	.
N=C(N)SCCc1cccc(CCSC(=N)N)c1	.	18%	12	38%[activator]
COC(=O)c1cc2sc(Cl)cc2n1CC(=O)Nc1cccc(SC)c1	63	-1%	16	-27%
Cn1c(SCC(=O)N2CCCc3ccccc32)nc2ccccc2c1=O	?	-2%	-4	.
CC1CCN(c2c(NCc3ccc(C(=O)N4CCN(C5CCCCC5)CC4)cc3)c(=O)c2=O)CC1	38	-1%	.	.
Cc1ccc(NC(=O)CCCCCN2C(=O)c3ccccc3C2=O)nc1	?	-3%	.	.
O=C(CN1C(=O)c2ccccc2S1(=O)=O)c1ccccc1	?	2%	10	-4%
CCCn1c(/N=C/c2ccccc2O)nc2ccccc21	83	2%	7	2%
CCOC(=O)c1c(C)[nH]c(C(=O)OC/C(O)=C(\C#N)c2nc3ccccc3[nH]2)c1C	12	-2%	8	-1%
Cc1ccc(S(=O)(=O)NCCC(=O)Nc2nnc(C)s2)cc1	4	-3%	-10	5%
O=C(NCCC1=CCCCC1)c1cnsn1	43	-1%	5	4%
CCOC(=O)CN(Cc1sccc1C)C(=O)Nc1ccc(OCC)cc1	-3	-5%	4	.

An excerpt from above in order of formula weight, lowest first:
SMILES	PNC assembly inh	12-hLO inh	IMPase cell inh	ALOX15B inhib
Cc1ccccc1OCC(O)CN (stereo not drawn)	6	-2%	0	11%
COc1ccc(C(C)=O)cc1CSc1nc2ccccc2c(=O)n1-c1ccccc1	?	6%	4	.
O=[N+]([O-])c1cc(/C=N/Nc2nc(N3CCOCC3)nc(N3CCOCC3)n2)ccc1Cl	57	-4%	-6	.

Screening results (PubChem)

A portion of the library, so the mix of outcomes need not match the whole.
